Screening data: PubChem, National Center for Advancing Translational Sciences (NCATS)
TrxR1 inh: qHTS Assay for Inhibitors of Mammalian Selenoprotein Thioredoxin Reductase 1 (TrxR1): qHTS. Thioredoxin reductase 1, cytoplasmic (Rattus norvegicus), O89049. recombinant rTrxR1, NADPH fluorescence consumption, selenite substrate. Potency, µM (series often up to 114 µM), without a hit: at the top dose activity change, negative = inhibition, actives largely listed as inhibitors. 390,000 compounds, 1% hits. AID 588453, 2011; also: potency is read from the fitted curve at half-maximal effect; % is scaled to controls: 0 for no effect and ±100 for the full control effect; nearly all actives have a fitted effect of over 65% in size
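Rat TrxR1 (90 nM in the dispensed reagent) was pre-reduced with 400 uM NADPH for 5 min at room temperature, then incubated with compound for 15 min. After 400 uM selenite was added, NADPH fluorescence (Ex 340/Em 450 nm) was followed for 8 min.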
D2 antagonist: HTS Assay for Allosteric Antagonists of the Human D2 Dopamine Receptor: Primary Screen for Antagonists; AID 485344, 2010; HEK293 TREx D2 cells, calcium flux, dopamine EC80; 340,000 compounds, 2% hits; D(2) dopamine receptor (Homo sapiens), P14416; inhibition, % at 10 µM; in the data active = inhibition above about 30%; also: 0% is about no effect
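Calcium mobilization kinetics were recorded at 1 s intervals in tetracycline-induced HEK293 T-REx D2 cells, first for 180 s after compound addition and then 180 s after EC80 dopamine.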
TRHR enhancer: qHTS for Small Molecule Agonists and Allosteric Enhancers of Human TRH Receptor: Primary Screen for Enhancers; Thyrotropin-releasing hormone receptor (Homo sapiens), P34981; TRHR cells, fluo-8 calcium fluorescence, EC20 TRH enhancement; enhancement, % at 2 µM; 360,000 compounds, 0.66% hits; AID 493056, 2011; in the data active = enhancement above about 30%; also: 0% is about no effect
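TRHR-expressing cells loaded with fluo-8 calcium dye were read kinetically (ex 480/em 530) during compound addition, then stimulated with an EC20 of TRH (10 nM final). Enhancement of the Gq-mediated intracellular calcium response was scored.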
USP1-UAF1 inh: Inhibitors of USP1/UAF1: Primary Screen; 390,000 compounds, 0.23% hits; recombinant USP1/UAF1, Ub-Rhodamine cleavage fluorescence; Potency, µM (top dose mostly 57.1 µM), inactives show at the highest dose activity change, negative = inhibition, usual class: inhibitors; Ubiquitin carboxyl-terminal hydrolase 1 (Homo sapiens), O94782; also: potency is read from the fitted curve at half-maximal effect; % is scaled to controls: 0 for no effect and ±100 for the full control effect; nearly all actives have a fitted effect of over 60% in size; inactives centre near -12
Target sequence (O94782 whole entry, looked up): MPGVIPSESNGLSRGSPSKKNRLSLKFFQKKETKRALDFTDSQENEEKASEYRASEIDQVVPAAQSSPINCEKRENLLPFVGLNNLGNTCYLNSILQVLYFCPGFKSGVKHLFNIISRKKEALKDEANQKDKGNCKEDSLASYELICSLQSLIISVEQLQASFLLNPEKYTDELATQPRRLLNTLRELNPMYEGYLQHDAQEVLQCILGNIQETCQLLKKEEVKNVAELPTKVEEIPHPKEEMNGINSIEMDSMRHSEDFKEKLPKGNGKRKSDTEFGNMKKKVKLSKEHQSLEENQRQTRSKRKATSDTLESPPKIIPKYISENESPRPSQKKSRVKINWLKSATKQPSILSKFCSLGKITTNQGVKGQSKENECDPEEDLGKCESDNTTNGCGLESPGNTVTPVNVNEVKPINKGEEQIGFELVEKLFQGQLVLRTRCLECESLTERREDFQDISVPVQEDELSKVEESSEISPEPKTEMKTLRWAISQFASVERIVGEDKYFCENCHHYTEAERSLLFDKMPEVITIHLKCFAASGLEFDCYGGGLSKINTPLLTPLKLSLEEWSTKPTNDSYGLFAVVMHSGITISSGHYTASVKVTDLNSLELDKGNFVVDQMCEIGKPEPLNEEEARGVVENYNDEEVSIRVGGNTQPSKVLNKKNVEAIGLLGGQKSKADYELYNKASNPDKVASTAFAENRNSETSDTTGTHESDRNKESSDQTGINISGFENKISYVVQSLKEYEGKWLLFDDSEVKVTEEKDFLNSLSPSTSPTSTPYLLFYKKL
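1 nM enzyme complex + cpd, 15 min RT; start with Ub-Rho 150nM final; kinetic fluorescence ex 480/em 540, 6 reads q60 s. Buffer 50mM HEPES pH 7.8, 0.5mM EDTA, 0.1 mg/ml BSA, 1mM TCEP, 0.01% Tween-20.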
Pin1 inhibitor: qHTS Assay to Find Inhibitors of Pin1. Peptidyl-prolyl cis-trans isomerase NIMA-interacting 1 (Homo sapiens), Q13526. Pin1 FP peptide displacement, HiFluor488, 10 min. Potency, µM (series often up to 115 µM), for the others: at the highest dose activity, negative = inhibition, actives largely listed as inhibitors. 390,000 compounds, 0.009% hits. AID 504891, 2011; active = well fitted inhibition curve with a large enough effect in the polarisation, with a control signal flat, not every such curve was filed as active; inconclusive = small, poorly fitted or top-dose-only effect, or effect the other way, or a change in a side signal; inactive = no such curve, though single readings can be large or run the other way; the % refers to the polarisation; also: potency is read from the fitted curve at half-maximal effect; % is scaled to controls: 0 for no effect and ±100 for the full control effect
Target sequence (Q13526 whole entry, looked up): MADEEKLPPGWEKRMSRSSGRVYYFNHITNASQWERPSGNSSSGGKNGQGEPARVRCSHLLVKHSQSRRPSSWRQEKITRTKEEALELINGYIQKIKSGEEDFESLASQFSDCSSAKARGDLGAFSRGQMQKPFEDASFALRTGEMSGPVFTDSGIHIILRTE
IDH1 R132H inh: qHTS for Inhibitors of mutant isocitrate dehydrogenase 1 (IDH1): qHTS | IDH1-R132H enzyme, NADPH consumption, diaphorase/resazurin fluorescence | Potency, µM (highest dose often 76.6 µM), for inactives: at the highest dose activity change, negative = inhibition, hits mostly inhibitors | 390,000 compounds, 0.093% hits; also: potency is read from the fitted curve at half-maximal effect; % is scaled to controls: 0 for no effect and ±100 for the full control effect; nearly all actives have a fitted effect of over 65% in size
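IDH1-R132H (0.5 ug/mL dispensed) in pH 7.5 Tris buffer was preincubated 30 min with compound, then given a substrate mix of 0.016 mM NADPH and 2 mM alpha-KG for 80 min at room temperature; remaining NADPH was read by diaphorase/resazurin fluorescence.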
TRHR ag: qHTS for Small Molecule Agonists and Allosteric Enhancers of Human TRH Receptor: Primary Screen for Agonists | Thyrotropin-releasing hormone receptor (Homo sapiens), P34981 | TRHR cells, calcium flux fluo-8, FDSS agonist mode | activation, % at 2 µM | 360,000 compounds, 0.18% hits; in the data active = activation above about 30%; also: 0% is about no effect
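Read-out: compound-evoked intracellular calcium rise in TRHR cells, fluo-8 dye, kinetic FDSS fluorescence at 1 s/cycle following a 10-cycle baseline. Cells cultured overnight before dye loading (30 min–1.5 h, RT).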
TrxR1 substrate: qHTS Assay for Substrates of Mammalian Selenoprotein Thioredoxin Reductase 1 (TrxR1): qHTS; 390,000 compounds, 0.01% hits; Potency, µM (top dose mostly 114 µM), inactives show at the top dose activity change, negative = substrate turnover; AID 588456, 2011; purified TrxR1 substrate turnover, NADPH consumption readout; also: potency is read from the fitted curve at half-maximal effect; % is scaled to controls: 0 for no effect and ±100 for the full control effect; nearly all actives have a fitted effect of over 50% in size
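Rat TrxR1, dispensed at 90 nM, was prereduced with 400 uM NADPH (final) for 5 min at ~22 deg C, then incubated with compound 15 min before 400 uM selenite. A first-read NADPH fluorescence drop versus no-compound background flagged substrates.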
D2 agonist: HTS Assay for Allosteric Agonists of the Human D2 Dopamine Receptor: Primary Screen for Agonists | D(2) dopamine receptor (Homo sapiens), P14416 | HEK293 T-REx D2 cells, calcium flux agonist mode | activation, % at 2 µM | 340,000 compounds, 0.53% hits;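 active = activation over 3 SD above normal in the single-dose calcium agonist read, cut at about 30% in these data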; also: 0% is about no effect
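Calcium-flux readout, 1 cycle/sec over 180 s following compound pin transfer, in inducible HEK293 Trex D2 cells (force-coupled); dopamine controls included. Positive calcium responses during this window marked compounds as potential agonists.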
An asterisk follows results filed as active; u = inconclusive; x = no result given; [ ] = remark or other dose. Unless noted, calls follow the shape of the dose curve; as a rule, active = well fitted inhibition curve with a large enough effect; inconclusive = small, poorly fitted or top-dose-only effect; inactive = no such curve, though single readings can be large or run the other way. Not all compounds are listed; the hit share may differ from the screen's.

SMILES	TrxR1 inh	D2 antagonist	TRHR enhancer	USP1-UAF1 inh	Pin1 inhibitor	IDH1 R132H inh	TRHR ag	TrxR1 substrate	D2 agonist
O=C(CN(Cc1ccco1)C(=O)CNS(=O)(=O)c1ccc(Cl)cc1)NCC1CCCO1 (stereo not drawn)	5.2%	-3.0	3.6	-20.1%	-6.6%	0.7%	0.1	-1.8%	1.1
Cc1nc2cc(NS(=O)(=O)c3cccc(F)c3)ccc2s1	21.3%	-34.7	-4.0	-12.7%	-0.8%	4.3%	-1.0	0.5%	-1.5
Cn1c(=O)c2c(ncn2CC(=O)OCC(=O)Nc2ccc(F)cc2F)n(C)c1=O	29.1%	21.6	21.9	-20.4%	u	3.4%	0.4	10.3%	0.5
COc1ccc(-n2c(SCC(=O)N3CCOCC3)nc(O)c(Cc3ccccc3)c2=O)cc1	-5.1%	42.9*	1.9	-13.5%	-2.5%	1.1%	0.8	-6.2%	0.9
N#Cc1cn(CC(=O)NCc2cccnc2)c2ccccc12	22.9%	-8.7	0.1	-12.0%	2.2%	0.0%	-0.2	11.7%	0.3
O=C(NCc1ccccc1)c1onc(CSc2ccccc2)c1C(=O)NCc1ccccc1	25.3%	x	x	-22.2%	36.3%[activator]	0.3%	x	2.4%	x
CC(=O)NC(c1cccs1)c1cc([N+](=O)[O-])c2cccnc2c1O (stereo not drawn)	-23.7%	-21.3	9.3	-31.0%	11.1%	-1.8%	-0.2	-13.7%	-1.0
Cc1cc(C)c(S(C)(=O)=O)c(NN)n1	7.9%[57.1 µM]	-2.9	-4.3	-12.7%	-0.1%	4.5%	-0.4	-1.1%[57.1 µM]	-0.7
COc1ccc(C)cc1NC(=O)C(c1ccccc1)N1CCN(CC(=O)N2CCCC2)CC1 (stereo not drawn)	36.0%[57.1 µM]	5.3	4.2	-13.2%	-2.2%	-8.9%	-0.5	-4.7%	-0.6
CC(=O)NC1=NN(C(C)=O)C(c2ccco2)S1 (stereo not drawn)	4.3%[57.1 µM]	11.4	-5.4	8.1%	0.9%	-0.7%	0.0	7.1%[57.1 µM]	1.1
Cc1nnc(SCC(=O)NC2CCCC2)n1C(C)C	6.2%	-6.0	-1.2	-6.0%	1.1%	10.0%	0.0	4.5%	0.2
CCOC(=O)C1(CC2CCCCO2)CCN(C(=O)Nc2ccccc2SC)CC1 (stereo not drawn)	9.7%	15.2	-10.9	-12.7%	-9.6%	-5.7%	0.8	-1.2%	-0.9
CCc1nnc(NS(=O)(=O)c2ccc(NC(=O)c3ccc(Br)cc3)cc2)s1	7.9%	-3.0	-8.0	-21.3%	-8.4%	-0.5%	0.4	-6.2%	0.4
O=C(NC(=S)N(Cc1ccccc1)Cc1ccccc1)c1ccccc1F	-15.9%	8.1	2.2	-9.1%	8.1%	-0.4%	0.7	-2.8%	0.9
COc1cc(NC(=O)N2CCC3(CC2)Nc2ccccc2-n2cccc23)cc(OC)c1OC	8.8%[57.1 µM]	x	5.8	u	u	2.3%	0.5	-5.6%[57.1 µM]	1.3
Cn1c(SCC(=O)NNC(=O)c2ccccc2)nnc1C(F)(F)F	9.1%	10.4	-6.5	-22.3%	5.5%	0.1%	0.3	3.5%	0.2
COc1ccc(/C=C(\NC(=O)c2cccs2)C(=O)NC(C)(C)C)cc1OC	-2.2%	1.5	3.6	-15.6%	-0.7%	16.2%	-0.5	-5.6%	-0.4
Clc1ccc(-c2cn3c(n2)SCC3)cc1	3.3%[57.1 µM]	-12.5	0.4	-6.6%	-4.4%	16.0%	-1.3	3.1%[57.1 µM]	0.5
O=C(c1cc(-c2cccs2)on1)N1CCN(c2ccc(F)cc2)CC1	-15.3%	5.7	-5.8	-6.3%	4.4%	-0.7%	-0.2	-9.2%	0.0
COc1ccc(CN2CCC(Oc3ccc(C(=O)NCc4ccccn4)cc3)CC2)c(F)c1	0.8%	0.5	-2.9	-20.8%	-0.4%	-14.4%	0.8	-2.9%	1.0
COc1ccccc1CNS(=O)(=O)c1cc2c3c(c1)CCC(=O)N3CCC2	13.1%[57.1 µM]	-11.8	7.0	0.4%	-8.9%	-1.5%	0.4	2.6%[57.1 µM]	-0.2
CCCCc1cc(=O)oc2cc(C)cc(OCC(=O)N3CCC(C(=O)O)CC3)c12	23.8%	x	-3.9	-27.2%	-2.2%	6.1%	0.2	376.8%[activator]	x
COc1cccc(NC2=NCC(=O)N2Cc2cccs2)c1	10.7%	-5.7	4.8	-2.6%	-1.4%	1.8%	-1.9	5.1%	3.6
Cc1cc(NC(=O)CCC(=O)N(c2ccc(F)cc2)C(C(=O)NC2CCCC2)c2ccc(C)o2)no1 (stereo not drawn)	21.5%	14.3	-5.5	-24.7%	-7.2%	-17.8%	-1.0	2.8%	0.6
CC(C)N(Cc1cnn(C)c1)Cc1nc(-c2ccc(Cl)cc2)no1	19.9%	-10.3	-4.4	-6.9%	-3.7%	1.4%	-0.2	0.3%	-0.3

New compounds follow:
SMILES	TrxR1 inh	D2 antagonist	TRHR enhancer	USP1-UAF1 inh	Pin1 inhibitor	IDH1 R132H inh	TRHR ag	TrxR1 substrate	D2 agonist
CS(=O)(=O)c1ccc(C(=O)OCC(=O)NNC(=O)COc2ccc(Cl)cc2)cc1	-9.0%	11.6	2.5	-4.4%	49.7%[activator]	0.1%	0.2	-4.2%	-0.4
CCN(CC)S(=O)(=O)C1CCS(=O)(=O)C1 (stereo not drawn)	-12.5%	22.2	2.5	-12.9%	-6.1%	2.0%	1.3	-6.8%	0.5
CCNC(=O)c1ccc2c(c1)sc1nc(-c3cccc(OC)c3)cn12	12.0%	x	-3.2	0.8%	0.7%	-2.5%	-0.3	2.4%	0.4
Nc1ccc(Cc2ccc(N)c(O)c2)cc1O	-41.4%	1.6	26.4	-25.4%	14.1%	6.3%	-0.3	-4.9%	2.5
O=S(=O)(NCCSc1ccccc1)c1cccs1	6.3%	5.5	-2.8	-1.0%	-8.7%	17.6%	-0.8	-3.5%	-1.3
O=C(Cn1cnc2c(OCc3ccccc3)ncnc21)N[C@H](CO)Cc1cc2ccccc2[nH]1	31.3%	x	x	-16.9%	-3.2%	8.8%	x	6.2%	x
O=c1n(Cc2ccc(F)cc2Cl)c2ccccc2c2nc(-c3ccccc3)nn12	12.6%[57.1 µM]	x	-5.5	-17.5%	4.2%	4.4%	0.8	0.0%[57.1 µM]	0.1
CCC(=O)Nc1ccc(C(=O)CSc2nnc(-c3ccc(NS(C)(=O)=O)cc3)n2C)cc1OC	9.9%	-14.6	-3.4	-17.3%	2.5%	4.3%	-1.5	3.2%	-0.3
Cc1nc(C(F)(F)F)ccc1C(=O)Nc1ccccc1F	4.7%[57.1 µM]	-2.7	1.7	u	-4.7%	4.8%	-1.3	5.3%[57.1 µM]	-2.0
O=C(CSCc1cccc(Cl)c1)Nc1ccccc1-c1ccccc1	1.1%	20.7	-1.4	-18.3%	0.7%	2.1%	0.9	-6.4%	0.9
O=C(Nc1ccccc1OCc1cc(=O)n2ccccc2n1)c1cccc(Br)c1	-24.1%[57.1 µM]	x	-2.7	-10.6%	4.2%	14.2%	0.5	-9.8%[57.1 µM]	-0.1
CC(C)CNC(=S)N(Cc1ccco1)Cc1cc2cc3c(cc2[nH]c1=O)OCCO3	-12.2%	-15.7	3.1	-2.1%	u	1.9%	-0.6	8.9%	-1.1
COc1ccc(CC(=O)Nc2cc(S(=O)(=O)N3CCOCC3)ccc2N2CCCC2)cc1OC	16.7%	x	x	-3.1%	0.9%	-1.6%	x	-1.6%	x
Cc1ccc(S(=O)(=O)NC(C)(C)C)cc1C(=O)OC(C)C(=O)NC1CC1 (stereo not drawn)	-5.9%	5.9	2.1	-22.1%	-5.9%	2.7%	0.3	-7.2%	0.9
C=CCn1cc(CN2CCC(C(=O)Nc3cccc(-c4cccc(Cl)c4)c3)CC2)c(C)n1	19.7%	-35.1	0.9	-22.3%	2.1%	-8.0%	3.5	0.7%	5.6
CC(=O)C1=C(O)C(=O)N(Cc2ccccc2)C1c1ccco1 (stereo not drawn)	u	-7.7	7.4	-12.8%	-9.2%	7.4%	0.3	-7.3%	-0.5
CCOc1ccc(OCC)c(NC(=O)C2CCCN(S(=O)(=O)c3c(C)n[nH]c3C)C2)c1 (stereo not drawn)	11.5%	-9.1	-5.6	-20.6%	-3.9%	8.5%	-0.6	6.1%	-0.4

Pulled by compound from above (two):
SMILES	TrxR1 inh	D2 antagonist	TRHR enhancer	USP1-UAF1 inh	Pin1 inhibitor	IDH1 R132H inh	TRHR ag	TrxR1 substrate	D2 agonist
CC(=O)C1=C(O)C(=O)N(Cc2ccccc2)C1c1ccco1 (stereo not drawn)	u	-7.7	7.4	-12.8%	-9.2%	7.4%	0.3	-7.3%	-0.5
O=c1n(Cc2ccc(F)cc2Cl)c2ccccc2c2nc(-c3ccccc3)nn12	12.6%[57.1 µM]	x	-5.5	-17.5%	4.2%	4.4%	0.8	0.0%[57.1 µM]	0.1
